Nrf2 block: blocks Nrf2 signaling; hit rate 2.1% among 360,000; A549 ARE-Fluc reporter, luciferase luminescence, 18-24 h; Potency, µM (highest dose often 46 µM), for inactives: at the top dose activity change, negative = inhibition, most hits filed as inhibitors; note: potency is the fitted concentration of half-maximal effect; % is set by controls: 0 for no effect and ±100 for the full control effect; nearly all actives have a fitted effect of over 60% in size
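Quantitative HTS in A549 cells stably bearing an antioxidant response element-firefly luciferase construct. Inhibition of Nrf2-driven transcription was scored by luminescence after 18-24 h of compound exposure at 37 °C.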
EPAC2 ag: activates human EPAC2 exchange factor | Q8WZA2 | EPAC2 activation, biochemical qHTS; response scale: 100% = 6.5 mM cAMP response | Potency, µM (top dose mostly 154 µM), inactives show top-dose activation, actives largely listed as activators | hit rate 0.079% among 360,000 | AID 720711; note: potency is the fitted concentration of half-maximal effect; nearly all actives have a fitted effect of over 50% in size
Target sequence (Q8WZA2 whole entry, looked up): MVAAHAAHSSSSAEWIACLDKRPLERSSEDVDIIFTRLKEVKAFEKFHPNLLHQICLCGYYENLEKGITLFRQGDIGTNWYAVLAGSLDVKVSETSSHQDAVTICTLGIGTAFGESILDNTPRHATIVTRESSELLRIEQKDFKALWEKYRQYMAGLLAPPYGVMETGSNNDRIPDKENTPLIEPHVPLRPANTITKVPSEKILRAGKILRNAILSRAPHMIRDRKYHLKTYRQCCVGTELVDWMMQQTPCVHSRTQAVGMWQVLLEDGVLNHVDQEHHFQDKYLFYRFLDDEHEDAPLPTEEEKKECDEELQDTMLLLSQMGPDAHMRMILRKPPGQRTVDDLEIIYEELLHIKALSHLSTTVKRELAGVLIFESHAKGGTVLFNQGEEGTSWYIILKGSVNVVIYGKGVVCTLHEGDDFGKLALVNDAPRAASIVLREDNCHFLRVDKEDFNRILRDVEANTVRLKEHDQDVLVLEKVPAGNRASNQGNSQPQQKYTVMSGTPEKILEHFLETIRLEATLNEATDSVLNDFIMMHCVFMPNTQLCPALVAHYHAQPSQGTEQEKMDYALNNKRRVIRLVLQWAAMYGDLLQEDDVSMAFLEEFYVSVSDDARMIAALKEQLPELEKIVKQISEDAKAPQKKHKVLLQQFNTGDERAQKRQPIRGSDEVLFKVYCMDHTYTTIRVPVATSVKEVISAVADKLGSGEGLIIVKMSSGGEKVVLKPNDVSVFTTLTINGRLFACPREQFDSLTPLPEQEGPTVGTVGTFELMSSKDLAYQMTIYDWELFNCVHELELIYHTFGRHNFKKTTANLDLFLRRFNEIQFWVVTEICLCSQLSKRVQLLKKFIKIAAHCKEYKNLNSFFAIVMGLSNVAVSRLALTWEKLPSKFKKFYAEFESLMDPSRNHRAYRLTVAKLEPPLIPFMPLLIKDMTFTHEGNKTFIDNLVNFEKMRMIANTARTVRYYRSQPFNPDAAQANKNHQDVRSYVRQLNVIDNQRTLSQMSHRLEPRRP
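Compounds were titrated in qHTS against a Rap1B-BODIPY-GDP (250 nM) complex with EPAC2 (100 nM) and GDP (50 uM). BODIPY-GDP release tracked at 480/540 nm over 30 min at room temperature, normalized to 6.5 mM cAMP.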
EPAC2 antagonist: antagonists of human EPAC2; Q8WZA2; EPAC2 GEF exchange of Rap1B-BODIPY-GDP, fluorescence; Potency, µM (highest dose often 114 µM), inactives show top-dose activity, negative = inhibition, actives largely listed as inhibitors; hit rate 0.18% among 360,000; AID 720708; note: potency is the fitted concentration of half-maximal effect; % is set by controls: 0 for no effect and ±100 for the full control effect; nearly all actives have a fitted effect of over 45% in size; many of its hits are not listed in these tables
Nrf2 activator: activates Nrf2 signaling; AREc32 ARE-luciferase reporter (MCF7-derived line), luminescence, 24 h; Potency, µM (titrated, usually from 46.1 µM), without a hit: at the highest dose activation, actives largely listed as activators; hit rate 0.31% among 410,000; AID 624171; note: potency is the fitted concentration of half-maximal effect; % of control where 0% means no effect; nearly all actives have a fitted effect of over 65% in size
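Cells of the AREc32 ARE-luciferase line are plated in OPTI-MEM containing 5% FBS and left overnight at 37 deg C. Compounds are pinned in, incubation continues 24 hr, and firefly luciferase signal is then measured.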
A549 tox: kills or reduces viability of A549 cells in Nrf2 counter-screen. A549 ARE-Fluc cells, CellTiter-Fluor viability, 18-24 h. Potency, µM (series often up to 46 µM), without a hit: at the highest dose activity change, negative = cytotoxicity, most hits filed as inhibitors. hit rate 0.16% among 390,000. AID 504648; note: potency is the fitted concentration of half-maximal effect; % is set by controls: 0 for no effect and ±100 for the full control effect
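Cytotoxicity counterscreen: CellTiter-Fluor fluorescence was measured in A549 ARE_Fluc cells after 18-24 h of compound exposure in a concentration series. The subsequent BugLite luminescent read reports ARE-luciferase activity.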
TGFb SMAD3 inh: inhibitors of TGF-b signaling; HepG2 CAGA-GFP TGF-b/SMAD3 reporter, GFP fluorescence, 18 h; TGF-beta stimulated, 500 pg/mL final; Potency, µM (highest dose often 46.1 µM), without a hit: at the highest dose activity, negative = inhibition, hits mostly inhibitors; hit rate 1.2% among 410,000; note: potency is the fitted concentration of half-maximal effect; % is set by controls: 0 for no effect and ±100 for the full control effect; nearly all actives have a fitted effect of over 65% in size
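GFP signal (ex488/em500-530) from TGF-beta-stimulated HEPG2 CAGA-GFP cells, 500 pg/mL final, 18 h at 37 degrees C in DMEM plus 1% FBS, normalized to unstimulated and DMSO-stimulated controls.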
Akt phos inh: inhibitors of Akt phosphorylation; activity change, % for hits at 50 µM; Neuro2A IGF-stimulated pAkt S473 HTRF, 20 min; hits give low values; hit rate 0.32% among 360,000; AID 651550; in the data active = activity change below about -80%; inconclusive = mostly about -51% to -80%; note: % is set by controls: 0 for no effect and ±100 for the full control effect
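Single-point screen (50 µM final compound) in Neuro2A cells stimulated 20 min with 6 nM IGF at 37 deg C. After lysis, Ser473-phosphorylated Akt read by HTRF (ex 330 nm, em 615/665 nm) as the 665/615 ratio.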
CCT modulator: changes cytosolic chaperonin activity. hit rate 0.3% among 360,000. AID 651819. purified chaperonin ATPase assay, HTRF ADP detection, 30 min. activity change, % (test concentration not listed), hits read low; in the data active = activity change below about -30%; note: % is set by controls: 0 for no effect and ±100 for the full control effect
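First, chaperonin was dispensed at 40 nM or 20 nM final depending on batch activity. Next, compounds were pinned at 76 uM and ATP added at 10 uM. After 30 min at 37 °C, ADP detection reagents ran 30 min at ambient temperature.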
Mm-Cpn inhibitor: M. maripaludis TRiC chaperonin inhibition; purified Mm-Cpn ATPase, ADP Transcreener TR-FRET; Potency, µM (series often up to 76.9 µM), inactives show at the top dose activity, negative = inhibition, actives largely listed as inhibitors; hit rate 0.031% among 330,000; AID 504842; note: potency is the fitted concentration of half-maximal effect; % is set by controls: 0 for no effect and ±100 for the full control effect; nearly all actives have a fitted effect of over 80% in size
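25 nM Mm-CPN + cpd, 10 min 37°C; + 10 uM ATP, 30 min 37°C; buffer 30 mM Tris pH 7.4, 100 mM KCl, 5 mM MgCl2, 1 mM DTT; Transcreener ADP HTRF detection 30 min RT.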
* = called active by the depositor; i = inactive; u = inconclusive; x = no result given; & = joins results of further samples. Unless noted, calls come from the whole dose curve; as a rule, active = well fitted curve in the direction sought with a large enough effect; inconclusive = small, poorly fitted or top-dose-only effect, or another doubt; inactive = no such curve, though single readings can be large; an effect the other way counts as inactive or inconclusive.

SMILES	Nrf2 block	EPAC2 ag	EPAC2 antagonist	Nrf2 activator	A549 tox	TGFb SMAD3 inh	Akt phos inh	CCT modulator	Mm-Cpn inhibitor
O=C(NNC(=S)Nc1ccccc1Cl)c1ccncc1	u	9%	1%	1.7%	0%	3%	i	0.5	0%
CCN(C(=O)CSc1ccc2ccccc2n1)C1CCCCC1	-6%	3%	-17%	2.7%	1%	u	i	-2.9	1%
Cc1nn(-c2ccccc2)c(C)c1/C=C/C(=O)OCC(=O)N(C)C1CCS(=O)(=O)C1 (configuration not stated)	-24%	7%	-2%	-0.3%	1%	-6%	i	-4.1	2%
CCCC(c1nnnn1CS(=O)(=O)c1ccc(C)cc1)N1CCN(c2ccc(F)cc2)CC1 (configuration not stated)	1%	-10%	-3%	-0.1%	-8%	-12%	i	-0.5	2%
C=CCOc1ccc(/C=C2\SC(=S)N(NS(=O)(=O)c3ccc(C)cc3)C2=O)cc1	13%	-8%	-26%	-0.2%	-5%	u	i	-0.3	1%
Cc1ccc(C)c(SCc2noc(C(=O)NC(C)C)c2C(=O)O)c1	8%	5%	6%	0.2%	5%	4%	i	-1.6	-3%
N#Cc1c(-c2ccccc2)[nH]c(=S)[nH]c1=O	8%	-1%	-3%	1.2%	-11%	-11%	x	-0.6	-2%
CC(C)Oc1ccc(N2C(=O)c3ccccc3C2=O)cc1	28%	7%	2%	2.4%	-1%	1%	i	0.3	2%
Cc1ccc(S(=O)(=O)N2CCC(C(=O)NCC3CC3)CC2)cc1	-16%	-2%	1%	-0.6%	-14%	16%	i	0.2	-1%
COc1cccc(NC(=O)N2CCCC2C(=O)NCc2ccc(Cl)cc2)c1 (configuration not stated)	2%	11%	4%	0.4%	4%	7%	i	-0.4	1%
CCOC(=O)C(=Nc1ccc(Cl)cc1)NO	-10%	6%	-4%	0.1%	0%	-4%	i	-0.6	1%
O=S(=O)(N/N=C1/CCCc2ccccc21)c1ccc(Br)cc1	2%	16%	-2%	2.6%	2%	-5%	i	2.5	2%
COc1ccc(OC)c(/C=N/Nc2nc(C)cc(=O)[nH]2)c1	1%	-2%	0%	0.0%	6%	2%	i	-1.2	0%
N#CC1CCN(c2ncccc2[N+](=O)[O-])CC1	1%	6%	4%	-0.6%	0%	0%	i	-0.8	1%
O=C(O)c1cnn2c(-c3ccccc3)ccnc12	-9%	6%	1%	-0.6%	-6%	-7%	i	-2.8	-1%
CCOC(=O)c1c(NC(=O)/C=C/C(=O)O)sc(C)c1-c1ccc(F)cc1	u	6%	-17%	u	-5%	u	i	1.1	-1%
O=C1C2C3c4ccccc4C(c4ccccc43)C2C(=O)N1/N=C/c1cccc(O)c1 (configuration not stated)	u	24%	-21%	-0.4%	0%	10%	i	-0.4	-1%
O=C(COC(=O)c1ccccn1)Nc1nc(-c2cccc([N+](=O)[O-])c2)cs1	-8%	5%	0%	31%	0%	-17%	i	-1.6	0%
COC(=O)c1c(NC(=O)Cn2cc([N+](=O)[O-])cn2)sc2c1CCC2	x	-6%	2%	0.2%	-1%	-10%	i	0.3	0%
CCCNc1cc(=S)nc(N)[nH]1	-13%	-2%	6%	0.2%	1%	12%	i	0.3	-1%
CCCn1c(SCC(=O)NC2CC2)nnc1-c1ccccn1	-1%	2%	17%	0.6%	-1%	6%	i	1.2	0%
CCOc1ccc(N2C(=O)/C(=C/c3ccccc3OCC(=O)OC)N(CC(=O)OC)C2=S)cc1	7%	10%	0%	0.1%	-1%	u	i	1.7	0%
Cc1cc(C)n(-c2nc3ccccc3c(=O)n2OCC(C)C)n1	1%	12%	10%	-1.7%	-6%	6%	i	-1.1	1%
Cc1ccc(-c2cc(C(=O)O)n[nH]2)s1	2%	8%	0%	0.2%	-1%	9%	i	-0.9	-4%
O=C(NCCc1ccccc1Cl)C1CCC(=O)N(Cc2cccc(C(F)(F)F)c2)C1 (configuration not stated)	1%	-5%	-1%	-0.2%	-8%	-31%	i	0.1	0%

Looked up above.
O=C1C2C3c4ccccc4C(c4ccccc43)C2C(=O)N1/N=C/c1cccc(O)c1 (configuration not stated) @ CCT modulator: -0.4
CCCNc1cc(=S)nc(N)[nH]1 @ EPAC2 ag: -2%
N#Cc1c(-c2ccccc2)[nH]c(=S)[nH]c1=O @ CCT modulator: -0.6

Structures shown so far containing a nitro group on carbon, in the order listed:
SMILES	Nrf2 block	EPAC2 ag	EPAC2 antagonist	Nrf2 activator	A549 tox	TGFb SMAD3 inh	Akt phos inh	CCT modulator	Mm-Cpn inhibitor
N#CC1CCN(c2ncccc2[N+](=O)[O-])CC1	1%	6%	4%	-0.6%	0%	0%	i	-0.8	1%
O=C(COC(=O)c1ccccn1)Nc1nc(-c2cccc([N+](=O)[O-])c2)cs1	-8%	5%	0%	31%	0%	-17%	i	-1.6	0%
COC(=O)c1c(NC(=O)Cn2cc([N+](=O)[O-])cn2)sc2c1CCC2	x	-6%	2%	0.2%	-1%	-10%	i	0.3	0%

More compounds:
SMILES	Nrf2 block	EPAC2 ag	EPAC2 antagonist	Nrf2 activator	A549 tox	TGFb SMAD3 inh	Akt phos inh	CCT modulator	Mm-Cpn inhibitor
CN1C(C(=O)Nc2ccc(F)cc2F)=CC(c2cccs2)=NS1(=O)=O	-2%&-16%	-4%	-6%	0.3%&3.2%	-5%&11%	-1%&2%	i	1.2	0%
CC1Sc2ccc(S(=O)(=O)N(C)Cc3ccccc3)cc2NC1=O (configuration not stated)	-11%	21%	-6%	-0.3%	5%	-29%	i	-2.7	3%
COc1ccc(S(=O)(=O)N2CCN(C(=O)c3cc4c(s3)CCC4)CC2)cc1	-1%	2%	-4%	0.6%	-1%	-26%	i	-3.0	-5%
Cc1ccc2nc(-c3ccc(Cl)cc3)c(Cc3ccccc3C(F)(F)F)n2c1	x	-24%	u	3.7%	x	0%	i	0.8	x
O=C(OCn1nnc2ccccc2c1=O)c1ccc2ncsc2c1	u	1%	10%	0.8%	2%	2%	i	0.6	0%
CCn1c(SCC(=O)NCCc2ccccc2)nc2sc3c(c2c1=O)CCN(C)C3	2%	-1%	-2%	3.1%	-17%	19%	i	1.2	-6%
N#CC(C(=O)c1ccc(S(=O)(=O)N2CCCCCC2)cc1)c1nc2ccccc2[nH]1 (configuration not stated)	-17%	0%	4%	0.1%	u	-2%	i	-2.7	0%
CC(=O)c1ccc(N2C(=NC(=O)CCC3CCCC3)SC3CS(=O)(=O)CC32)cc1 (configuration not stated)	-18%	-5%	13%	-0.1%	0%	0%	x	-0.6	0%
CS(=O)(=O)N(CCc1ccccc1)CC(=O)NCc1ccccn1	11%	-2%	7%	-0.7%	-2%	-9%	i	-3.4	0%
CCOc1ccccc1-n1c(SCC(=O)NC2CCCC2)nnc1-c1ccoc1C	12%	-10%	-3%	-0.4%	-1%	1%	i	0.3	0%
Cc1cccc(C)c1N1CCN(c2cc(Cl)nc(N)n2)CC1	3%	8%	11%	2.5%	9%	-5%	i	-1.1	2%
Cc1cc(N)c(C)c([N+](=O)[O-])c1C	-2%	-6%	4%	0.2%	6%	-10%	i	-0.3	0%
COc1ccc(-c2csc(NC(=O)c3cc(C)oc3C)n2)cc1OC	u	28%	-1%	-0.3%	-2%	0%	i	-0.9	-4%
COc1cc(C(=O)Oc2ccccc2/C=N/NC(=O)c2ccc(Cl)cc2Cl)cc(OC)c1OC	u	14%	-5%	1.5%	u	u	i	-0.9	-2%
Cc1ccccc1/C=C1\C(=O)Nc2ccc(F)cc21	2.9µM*	-4%	-22%	u	u	u	i	0.6	-1%
O=C(Nc1ccc(F)c(F)c1)C1CCCN(S(=O)(=O)c2cnc[nH]2)C1 (configuration not stated)	-7%	11%	-2%	-0.9%	-4%	30%	i	-1.3	-1%
O=C(/C=C/c1ccnc2ccccc12)c1cccs1	u	3%	-27%	-1.5%	-8%	u	i	0.5	-17%
CCCc1nnc(NC(=O)CCC(=O)N2CCN(Cc3ccc(Cl)cc3)CC2)s1	15µM*	-4%	0%	-0.5%	-1%	-1%	i	-1.9	2%
CCN(CC)CCNC(=O)C1c2ccccc2C(=O)N(C)C1c1cn(C)c2ccccc12 (configuration not stated)	x	6%	4%	2.5%	7%	0%	i	-1.8	0%
CCOC(=O)N1CCN(C(=O)c2ccc(CNS(=O)(=O)c3ccc(C)cc3)cc2)CC1	-8%	-2%	-2%	0.3%	0%	-8%	i	-0.2	-1%
Cc1ccc(C)c2c1CCC(=Cc1ccccc1[N+](=O)[O-])C2=O	x	21%	-8%	9.0%	x	-14%	i	1.7	x
O=C(NCC1CCS(=O)(=O)C1)Oc1ccccc1 (configuration not stated)	7%	2%	16%	-0.9%	-15%	2%	i	-0.9	-1%
CCCc1cc(=O)[nH]c(SCC(=O)Nc2ccc(C)c(S(=O)(=O)N3CCCCC3)c2)n1	u	1%	0%	-0.2%	2%	-30%	i	-0.2	3%
CC(C)(C)c1ccccc1NC(=O)N1CCNC(=O)C1CC(=O)Nc1ccc(F)cc1 (configuration not stated)	-4%	3%	13%	0.3%	1%	-1%	i	1.0	0%
Nc1nccnc1C(=O)OCC(=O)NC1CCCc2ccccc21 (configuration not stated)	-6%	0%	2%	0.5%	1%	9%	i	-1.0	3%
CCOC(=O)CC1C(=O)NCCN1S(=O)(=O)c1ccccc1Cl (configuration not stated)	11%	-3%	11%	0.3%	-11%	11%	i	1.1	3%
COc1ccc(OC)c(CCNC(=O)C(=O)Nc2ccc3nc4n(c(=O)c3c2)CCCCC4)c1	21µM*	4%	9%	-0.6%	-3%	1%	i	1.7	-1%
Cn1c(C2CCCCC2)nc2ccccc21	18%	-4%	-6%	2.6%	0%	-8%	i	0.0	0%

Compound activity: PubChem, National Center for Advancing Translational Sciences (NCATS)

Not all compounds are listed (hit frequency here may not be typical).
